Bioassay records (PubChem BioAssay)
HP1b chromo inh – HTS for Inhibitors of HP1-beta Chromodomain Interactions with Methylated Histone Tails; Chromobox protein homolog 1 (Homo sapiens), P83916; actives 0.56% (n = 390,000); Potency, µM (titrated, usually from 114 µM), for inactives: at the highest dose activity change, negative = inhibition, hits mostly inhibitors; AlphaScreen HP1-beta / biotin-H3K9me3 peptide binding; also: nearly all actives have a fitted effect of over 70% in size; inactives centre near 23
Target sequence (P83916 whole entry, looked up): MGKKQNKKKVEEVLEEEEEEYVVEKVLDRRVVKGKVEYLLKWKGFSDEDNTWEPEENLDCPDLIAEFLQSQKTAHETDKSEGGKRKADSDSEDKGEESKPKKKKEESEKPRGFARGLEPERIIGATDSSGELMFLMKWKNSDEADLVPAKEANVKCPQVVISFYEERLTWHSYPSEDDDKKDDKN
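AlphaScreen: HP1-beta (50 nM) preformed 30 min with biotin-H3(1-18)K9me3 peptide (50 nM) in PBS pH 7.4, 0.01% Tween-20. Compound added for 30 min at RT, then streptavidin donor/nickel chelate acceptor beads (10 ug/mL) for 30 min.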
BAZ2B inh – qHTS Assay for Inhibitors of BAZ2B | Bromodomain adjacent to zinc finger domain protein 2B (Homo sapiens), Q9UIF8 | AlphaScreen BAZ2B-H3K14Ac peptide displacement | Potency, µM (doses to about 114 µM), inactives show top-dose activity change, negative = inhibition, actives largely listed as inhibitors | actives 4.4% (n = 360,000) | AID 504333, 2011; also: % is scaled to controls: 0 for no effect and ±100 for the full control effect; nearly all actives have a fitted effect of over 60% in size
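Protein-peptide AlphaScreen: BAZ2B 50 nM, b-H3K14Ac 50 nM, 1x PBS pH 7.4 + 0.01% Tween-20. Preincubation 30 min RT; cpd 30 min RT (top 110 uM); beads 20 min RT, light-protected.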
GLS inhibitor – qHTS for Inhibitors of Glutaminase (GLS); Glutaminase kidney isoform, mitochondrial (Homo sapiens), O94925; GLS enzymatic activity, qHTS titration; Potency, µM (highest dose often 45.5 µM), for inactives: at the highest dose activity change, negative = inhibition, usual class: inhibitors; actives 0.21% (n = 410,000); AID 624170, 2012; also: % is scaled to controls: 0 for no effect and ±100 for the full control effect
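Coupled fluorescence readout: glutamate oxidase/HRP/Amplex Red detect glutamate formed by hKGA from L-glutamine (1 mM solution added). Buffer 45 mM KH2PO4 pH 8.2, 0.02% Tween-20; reads at t0 and 30 min RT.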
G9a inh – qHTS Assay for Inhibitors of Histone Lysine Methyltransferase G9a; G9a H3K9 monomethylation, AlphaScreen, 2 h; AID 504332, 2011; Potency, µM (titrated, usually from 102 µM), for inactives: at the highest dose activity, negative = inhibition, hits mostly inhibitors; actives 8.8% (n = 350,000); also: % is scaled to controls: 0 for no effect and ±100 for the full control effect; nearly all actives have a fitted effect of over 75% in size
Target sequence (Q96KQ7 913-1193 limits assumed): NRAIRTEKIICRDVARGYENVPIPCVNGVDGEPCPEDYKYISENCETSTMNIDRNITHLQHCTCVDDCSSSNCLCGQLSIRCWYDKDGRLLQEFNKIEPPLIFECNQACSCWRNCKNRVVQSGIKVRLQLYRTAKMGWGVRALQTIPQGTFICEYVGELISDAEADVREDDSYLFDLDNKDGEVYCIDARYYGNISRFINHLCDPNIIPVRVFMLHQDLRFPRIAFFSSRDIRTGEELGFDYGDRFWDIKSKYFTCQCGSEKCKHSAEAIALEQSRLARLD
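Chemiluminescent proximity detection of H3K9 monomethylation, read after 10 min bead incubation in the dark. Reaction: 20 nM G9a, 500 nM biotin-H3K9 peptide, 20 uM SAM cofactor, 2 h, room temperature, following 15 min enzyme-compound preincubation.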
POLI inh – qHTS for Inhibitors of Polymerase Iota. DNA polymerase iota (Homo sapiens), Q9UNA4. Pol iota fluorescent replication assay, 10 min. Potency, µM (series often up to 115 µM), inactives show top-dose activity, negative = inhibition, usual class: inhibitors. actives 1% (n = 390,000)
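Fluorescent replication assay read twice, at 0 min and 10 min after adding 50 nM (final) substrate. Enzyme (10 nM) and compounds were first incubated 15 min at room temperature; enzyme-free buffer wells were negative controls.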
PGK inhibitor – qHTS Assay to Find Inhibitors of Phosphoglycerate Kinase. PGK/GAPDH coupled, Kinase-Glo luminescence, 60 min. Potency, µM (top dose mostly 57.5 µM), for inactives: at the top dose activity change, negative = inhibition, actives largely listed as inhibitors. actives 0.043% (n = 380,000). AID 602233, 2012; also: % is scaled to controls: 0 for no effect and ±100 for the full control effect; nearly all actives have a fitted effect of over 60% in size
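Luminescent ATP detection (Kinase-Glo Plus) follows a 60-minute room-temperature incubation, with wells lacking PGK as controls. Buffer: 100 mM TEA (pH 7.6), 5 mM MgCl2, 0.01% Tween-20. Coupling enzyme GAPDH (100 nM final) supplies unstable 1,3-BPG in-well.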
Pin1 inh – qHTS Assay to Find Inhibitors of Pin1; Peptidyl-prolyl cis-trans isomerase NIMA-interacting 1 (Homo sapiens), Q13526; Pin1 FP peptide displacement, HiFluor488, 10 min; Potency, µM (doses to about 115 µM), for the others: at the highest dose activity, negative = inhibition, most hits filed as inhibitors; actives 0.009% (n = 390,000); active = well fitted inhibition curve with a large enough effect in the polarisation, with a control signal flat, not every such curve was filed as active; inconclusive = small, poorly fitted or top-dose-only effect, or effect the other way, or a change in a side signal; inactive = no such curve, though single readings can be large or run the other way; the % refers to the polarisation; also: % is scaled to controls: 0 for no effect and ±100 for the full control effect
Target sequence (Q13526 whole entry, looked up): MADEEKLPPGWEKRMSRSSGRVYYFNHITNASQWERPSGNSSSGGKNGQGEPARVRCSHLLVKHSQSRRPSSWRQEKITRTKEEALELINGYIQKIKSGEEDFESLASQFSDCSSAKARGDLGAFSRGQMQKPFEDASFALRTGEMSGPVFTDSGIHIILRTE
JMJD2A Tudor inh – qHTS Assay for Inhibitors of JMJD2A-Tudor Domain | Lysine-specific demethylase 4A (Homo sapiens), O75164 | AlphaScreen JMJD2A-Tudor / H3K4me3 peptide binding | Potency, µM (top dose mostly 114 µM), inactives show top-dose activity change, negative = inhibition, actives largely listed as inhibitors | actives 4.4% (n = 390,000) | AID 504339, 2011; also: % is scaled to controls: 0 for no effect and ±100 for the full control effect; nearly all actives have a fitted effect of over 50% in size
BLM inh – qHTS Assay for Inhibitors of Bloom's syndrome helicase (BLM). RecQ-like DNA helicase BLM (Homo sapiens), P54132. recombinant BLM DNA unwinding, fluorescence dequenching. Potency, µM (series often up to 56.1 µM), for inactives: at the highest dose activity change, negative = inhibition, actives largely listed as inhibitors. actives 0.2% (n = 350,000). AID 2528, 2010;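 also: plate controls were vehicle for no effect and no enzyme for full effect; nearly all actives have a fitted effect of over 35% in size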
The depositor's hits bear a star; i = inactive; u = inconclusive; x = no result given; & = joins results of further samples; [ ] = another dose, or the depositor's remark. Unless noted, calls follow the shape of the dose curve; as a rule, active = well fitted curve in the direction sought with a large enough effect; inconclusive = small, poorly fitted or top-dose-only effect, or another doubt; inactive = no such curve, though single readings can be large; an effect the other way counts as inactive or inconclusive. Potency is read from the fitted curve at half-maximal effect. The list is partial, so the mix of outcomes need not match the whole.

SMILES	HP1b chromo inh	BAZ2B inh	GLS inhibitor	G9a inh	POLI inh	PGK inhibitor	Pin1 inh	JMJD2A Tudor inh	BLM inh
CC(=O)Nc1ccc(NC(=O)C(C)OC(=O)c2cccc(S(=O)(=O)N3CCCCCC3)c2)cc1 (stereo unspecified)	17%	-36%	-4%	-10%	-26%	-6%	3%	-2%	x
CCOc1ccc(C(CC(=O)O)NC(=O)C23CC4CC(CC(C4)C2)C3)cc1OC (stereo unspecified)	39%[activator]	x	13%	-41%	18%	-9%	-6%	-8%	1%
COc1ccc(CCN(C)CCC(=O)Nc2ccc(C)cc2)cc1OC	17%	3%	-2%	-50%[59 µM]	-16%	-1%	-1%	-28%	-5%
Cc1ccc(NC(=S)NNc2ncc(C(F)(F)F)cc2Cl)cc1	0%	-23%	u	u	145%[activator]	9%	2%	-13%	0%
CCOc1cccc(/C=N/NC(=O)C2CCCC2)c1O	56%[activator]	-11%	8%	60%[activator]	33%[activator]	8%	-1%	-8%	-7%
Cc1ccc(C(=O)Nc2ccc(F)cc2)cc1S(=O)(=O)N1CCCCCC1	36%	4%	5%	9%[59 µM]	u	-4%	12%	5%	-7%
Cc1ccccc1NC(=O)Cn1nc(C(=O)O)c2ccccc2c1=O	-1%	1%	0%	-4%	39%[activator]	i	4%	-1%	-1%
CC(C)CC(c1nnnn1CC1CCCO1)N1CCN(c2nc3ccccc3s2)CC1 (stereo unspecified)	51%[activator]	-2%	u	9%	18%	1%	8%	10%	-2%
O=C(NC1CC1)c1cccc(S(=O)(=O)N2CCOCC2)c1	56%[activator]	-4%	-4%	21%[12.7 µM]	-93%	-3%	2%	-8%	x
O=C(CN1C(=O)NC2(CCCC2)C1=O)Nc1ccccc1N1CCCC1	23%	-17%	21%	42%	11%	8%	1%	10%	-4%
CC(NC(=O)CSc1nc(-c2cccc(Cl)c2)nc2cc(=O)[nH]n12)c1nc2ccccc2n1C (stereo unspecified)	13%	-8%	-20%	5%[59 µM]	u	6%	1%	-8%	0%
O=C(Nc1cccc(Cl)c1Cl)c1cc2nc(-c3ccc(Cl)cc3)cc(C(F)(F)F)n2n1	20%	-15%	4%	10%[59 µM]	u	i	u	-3%	1%
CC1CCCC(C)N1C(=O)COC(=O)C1CCN(S(=O)(=O)c2c(Cl)cccc2Cl)CC1 (stereo unspecified)	24%	3%	-2%	-5%[2.33 µM]	41%[activator]	-1%	4%	-10%	x
CC1CCCCC1NC(=O)c1ccc(S(=O)(=O)N2CCN(C)CC2)cc1 (stereo unspecified)	50%[activator]	8%	-6%	20%	-1%	-7%	1%	5%	-1%
CCn1nc(CC(=O)O)c2ccccc2c1=O	52%[activator]	-38%	0%	-31%	72%[activator]	3%	1%	-8%[57.1 µM]	0%
CN(Cc1ccccc1)C(=O)c1nc2ccccn2c1CN1CCc2sccc2C1	12%	-26%	-3%	-37%	-8%	-5%	-1%	-14%	-1%
Cc1cc2cc(CNC(=S)Nc3ccc(OC(F)(F)F)cc3)ccc2n1C	-6%	0%	1%	8%	9%	4%	-26%	u	-3%
Cc1cc(NS(=O)(=O)c2ccc(Nc3nc(-c4sc(N)nc4C)cs3)cc2)no1	u	u	u	-10%[12.7 µM]	3.2µM*	-8%	-22%	56µM*	-13%
CC(C)C1C(C#N)=C(N)SC(N)=C1C#N	41%[activator]	-38%	x	14µM*	2%	-7%	-4%	18%	0%
O=C(NCCS(=O)c1ccc(Cl)cc1)c1cccc(Cl)c1 (stereo unspecified)	28%	-12%	-6%	10%	29%	0%	-9%	-17%	-2%
O=C(Cn1nnc(-c2cccs2)n1)NCCc1ccccc1	19%	10%	-7%	18%[59 µM]	23%	-9%	-4%	-8%	5%
Cc1cc(-c2nc3ncccc3o2)ccc1NC(=O)c1ccc([N+](=O)[O-])o1	27%[57 µM]	x	2%	x	3.5µM*	-1%	66%[activator]	-10%	x
Nc1nc2c3ccccc3nc(C3CC3)n2n1	14%	3%	1%	11%[59 µM]	7%	-7%	1%	1%	0%
Cc1cc(SCC(=O)NC(=O)NCc2ccco2)nc2ccccc12	24%	-11%	-2%	u	u	-1%	69%[activator]	-18%	-6%
CC(CCc1ccccc1)NC(=O)CCNC(=O)c1ccccc1Cl (stereo unspecified)	31%	x	10%	x	-14%	2%	1%	-1%	x
O=C(NCCN1CCOCC1)/C(=C/c1ccccc1)NC(=O)c1ccccc1	14%	0%	-6%	u	163%[activator]	0%	0%	u	-7%
CC1CN(Cc2nc3c(c(=O)n(C)c(=O)n3C)n2Cc2cccc(Cl)c2)CC(C)O1 (stereo unspecified)	19%	4%	-5%	-7%[59 µM]	-12%	i	-11%	-18%	-2%
CCC(=O)Nc1ccc(NC(=O)c2ccc3ccccc3c2)cc1	38%	-38%	27%	0%	147%[activator]	0%	-5%	-8%	-3%
COC(=O)[C@]1(C)CCC[C@@]2(C)C3CC[C@@]4(C)C[C@]3(CCC21)CC(=O)N4 (stereo partly specified)	15%	5%	8%	4%[0.501 µM]	4%	-5%	-3%	-20%	x
CCNC(=O)Nc1cc(OC)c(OC)cc1C(=O)O	52%[activator]	-7%	-2%	x	6%	-1%	1%	-7%	-5%
O=S(=O)(c1ccc2nc(-c3ccco3)c(-c3ccco3)nc2c1)N1CCOCC1	-16%	50µM*	-2%	2µM*	u	-1%	u	79µM*	14µM*
CCS(=O)(=O)C1=NN2C(=N)/C(=C\c3ccc(OC(=O)c4ccco4)c(OC)c3)C(=O)N=C2S1	14%	-39%	10%	32µM*	u	7%	19%	u	-13%
CC(=O)OCC(=O)NCCCOc1cccc(CN2CCCCC2)c1	29%	x	5%&0%	-26%[12.7 µM]	-3%	-9%	-2%	6%	-6%
COC(=O)C1=CNC=C(C(=O)OC)C1c1ccc(C(=O)OC)cc1	78%[activator]	50%[activator]	15%	67%[activator][59 µM]	27%	0%	-7%	22%	-10%
COc1ccc(Cn2cc([N+](=O)[O-])nc2C)cc1[N+](=O)[O-]	22%	-2%	6%	2%	-4%[58.9 µM]	i	4%	-5%	0%
COc1ccc(CCNC(=O)c2ccc3nc4cc(Cl)ccc4c(=O)n3c2)cc1OC	41%[activator]	8%	1%	14%	16%	-3%	24%	-21%	-10%
CCOc1ccc(N=C2Sc3nc4ccc(C)cc4cc3CN2CCOC)cc1	12%	u	-3%	u	29%	-11%	2%	-18%	-15%
O=C(N/C(=C/c1cccs1)C(=O)N1CCOCC1)c1cccs1	23%	-1%	18%	-43%	17%	6%	5%	-6%	-1%
CN1CCN(C(CNC(=O)C(=O)Nc2ccccc2)c2ccc3c(c2)OCO3)CC1 (stereo unspecified)	19%[57 µM]	0%	8%	11%[59 µM]	22%	-3%	-9%	-15%	-3%
N#C/C(=C\c1ccc(OCCN2CCOCC2)cc1)C(=O)Nc1ccc(S(N)(=O)=O)cc1	33%	0%	-7%	8%	u	5%	27%	-17%	-7%
CCCCn1c(N)c(N(CC(C)C)C(=O)c2cnc(C)cn2)c(=O)[nH]c1=O	28%	-7%	0%	-29%	21%	8%	1%	-5%	x

An excerpt of these results, in CSV form.
canonical_smiles,HP1b chromo inh,BAZ2B inh,GLS inhibitor,G9a inh,POLI inh,PGK inhibitor,Pin1 inh,JMJD2A Tudor inh,BLM inh
COC(=O)C1=CNC=C(C(=O)OC)C1c1ccc(C(=O)OC)cc1,78%[activator],50%[activator],15%,67%[activator][59 µM],27%,0%,-7%,22%,-10%
COc1ccc(Cn2cc([N+](=O)[O-])nc2C)cc1[N+](=O)[O-],22%,-2%,6%,2%,-4%[58.9 µM],i,4%,-5%,0%
COc1ccc(CCNC(=O)c2ccc3nc4cc(Cl)ccc4c(=O)n3c2)cc1OC,41%[activator],8%,1%,14%,16%,-3%,24%,-21%,-10%
CCOc1ccc(N=C2Sc3nc4ccc(C)cc4cc3CN2CCOC)cc1,12%,u,-3%,u,29%,-11%,2%,-18%,-15%
O=C(N/C(=C/c1cccs1)C(=O)N1CCOCC1)c1cccs1,23%,-1%,18%,-43%,17%,6%,5%,-6%,-1%
CN1CCN(C(CNC(=O)C(=O)Nc2ccccc2)c2ccc3c(c2)OCO3)CC1 (stereo unspecified),19%[57 µM],0%,8%,11%[59 µM],22%,-3%,-9%,-15%,-3%
N#C/C(=C\c1ccc(OCCN2CCOCC2)cc1)C(=O)Nc1ccc(S(N)(=O)=O)cc1,33%,0%,-7%,8%,u,5%,27%,-17%,-7%
CCCCn1c(N)c(N(CC(C)C)C(=O)c2cnc(C)cn2)c(=O)[nH]c1=O,28%,-7%,0%,-29%,21%,8%,1%,-5%,x
